Screening results from PubChem.
RAD54 inh: inhibitors of human RAD54 branch migration, primary screen, biochemical, fluorescence, single point; RAD54 Holliday junction branch migration, FAM/BHQ fluorescence; inhibition, % at 10.4 µM; actives 0.14% (n = 360,000); AID 602329, 2012;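 active = mean normalized replicate activity at least 40 and at least half of replicates scoring 40 or more; inconclusive = only one of the two criteria met; inactive = mean below 40 and under half of replicates reaching 40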;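 also: 0% = median of neutral control wells and 100% = median of positive control wells; inhibitors cause a drop in the FAM fluorescence signal; in these data hits start at about 50%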
Target sequence (Q92698 whole entry, looked up): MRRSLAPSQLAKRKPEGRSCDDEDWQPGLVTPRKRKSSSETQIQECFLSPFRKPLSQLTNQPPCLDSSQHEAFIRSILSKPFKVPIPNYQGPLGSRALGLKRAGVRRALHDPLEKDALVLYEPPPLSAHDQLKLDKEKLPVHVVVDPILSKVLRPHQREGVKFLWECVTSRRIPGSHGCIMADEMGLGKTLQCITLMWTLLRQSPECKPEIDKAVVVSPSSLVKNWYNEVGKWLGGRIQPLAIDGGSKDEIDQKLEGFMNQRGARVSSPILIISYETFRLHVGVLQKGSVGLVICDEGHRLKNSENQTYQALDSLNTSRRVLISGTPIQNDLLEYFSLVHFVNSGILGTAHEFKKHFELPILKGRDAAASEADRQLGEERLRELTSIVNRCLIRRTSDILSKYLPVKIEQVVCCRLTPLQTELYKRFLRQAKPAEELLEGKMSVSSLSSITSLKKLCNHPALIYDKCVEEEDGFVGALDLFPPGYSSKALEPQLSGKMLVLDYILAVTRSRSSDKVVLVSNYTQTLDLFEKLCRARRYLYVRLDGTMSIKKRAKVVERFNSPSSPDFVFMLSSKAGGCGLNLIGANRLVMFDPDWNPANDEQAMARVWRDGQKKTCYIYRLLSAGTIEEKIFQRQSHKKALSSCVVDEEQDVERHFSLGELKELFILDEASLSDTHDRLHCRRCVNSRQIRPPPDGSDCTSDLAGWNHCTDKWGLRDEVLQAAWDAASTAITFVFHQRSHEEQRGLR
esBAF inh: Bmi1 luciferase reporter increase in mESCs, primary screen, esBAF inhibitor project, mouse ES cells, Bmi1 luciferase knock-in, single point; 24 h; 100% = twice the neutral-well signal; reporter increase, % at 12.5 µM; actives 2% (n = 350,000); AID 602393, 2012; in the data active = activation above about 40%; inconclusive = no clear call, values can overlap the other calls;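 also: 0% = median of the plate's neutral control wells and 100% = double that signal; a rise in the Bmi1 reporter signal indicates esBAF inhibition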
Numbers without * were called inactive; ? = inconclusive. These rows are one share of the data; count on the stated rates, not on these rows.

SMILES | RAD54 inh | esBAF inh
Cc1nc(SC2CCOC2=O)c2c(C)c(C)sc2n1 (centres undefined) | -2 | 5
c1ccc2c(c1)CCN2CCN1CCc2ccccc21 | -6 | 6
O=C(Nc1cccc(Cl)c1)C1CCCN(S(=O)(=O)c2ccc(F)cc2)C1 (centres undefined) | -2 | 2
Cc1cccc(C)c1OCC(=O)NCc1nnc(SCC(=O)NC2CCCCC2C)n1C (centres undefined) | 0 | -12
COc1ccc(N2CC(=O)N(c3ccc(OC)c(OC)c3)CC2=O)cc1OC | -8 | -1
CCC(=O)Nc1nonc1-c1nc2ccccc2n1Cc1cccc2ccccc12 | 12 | -21
C/C(=N\NC(=O)C1CC1c1ccccc1)c1cccc([N+](=O)[O-])c1 (centres undefined) | 0 | 2
O=C(CCNS(=O)(=O)c1cccs1)N1CCCCCC1 | -4 | 27
O=C(O)CNCC1COc2ccccc2O1 (centres undefined) | 3 | -6
COc1ccc(C(=O)Nc2ccc(S(=O)(=O)Nc3onc(C)c3C)cc2)cc1 | -18 | 3
Cc1nc([N+](=O)[O-])nn1C12CC3CC(CC(Br)(C3)C1)C2 | -2 | -1
CCOC(=O)Cn1c(=O)oc2cc(S(=O)(=O)NCCc3ccc(OCC)c(OCC)c3)ccc21 | -3 | 3
CCN1C(=O)CC(Sc2ccccc2N)C1=O (centres undefined) | -7 | 6
COCCOc1cc(-n2ccnc2SC)c(Cl)cc1Cl | 2 | -3
Cc1ccc(-c2cc(C(=O)N3CCCc4ccccc43)c3ccccc3n2)cc1 | 10 | 4
CC(NC(=O)CC1Nc2ccccc2NC1=O)c1ccccc1 (centres undefined) | -3 | 4
CCCOc1ccccc1C1CC(=O)Nc2cc3c(cc21)OCCO3 (centres undefined) | 10 | -29
COc1ccc2cc(S(=O)(=O)N3CCCCC3)ccc2c1S(=O)(=O)N1CCCCC1 | 0 | -4
COC(=O)c1c(C(=O)OC)c2cc(C)ccn2c1Cl | -15 | 0
CC1CCCCC1NC(=O)CSc1nnc(CN2CCOCC2)n1C (centres undefined) | 7 | -3
COCCOC(=O)C1=C(C)N=C2SCCC(=O)N2C1/C=C/c1ccccc1 (centres undefined) | 0 | 1
COc1ccccc1-n1c(SCC(N)=O)nnc1-c1ccc(S(=O)(=O)N2CCCCC2)cc1 | 5 | 4
O=C(O)c1ncn(Cc2ccccc2)c1C(=O)O | 3 | 0
O=c1c2c(nc3n1CCCCC3)sc1c(O)cccc12 | 2 | -23
O=C(C1CCCN(S(=O)(=O)c2ccc(F)cc2)C1)N(Cc1cccs1)C1CC1 (centres undefined) | 0 | 9

Further results
SMILES | RAD54 inh | esBAF inh
COc1ccc(C(C(=O)NC2CCCC2)N(C(=O)c2snc(C(N)=O)c2N)c2cccc(O)c2)cc1 (centres undefined) | -1 | 13
CCOC(=O)C1=C(CC)Nc2ccccc2N=C1NC(=O)c1cccc(S(=O)(=O)N2CCCC2)c1 | -12 | 2
CCOC(=O)c1ccc(Nc2nc(N)c3cc(OC)c(OC)cc3n2)cc1 | ? | 7
COc1ccc(CCNC(=O)N2CCOCC2)cc1 | 0 | -3
CCCCn1c(SCC(=O)N2CCN(c3ccccc3)CC2)nc2ccsc2c1=O | -2 | -5
CCCCN(CC)C(=O)Cc1ccccc1OC | 8 | -14
CCOCc1nnc(NC(=O)c2cc(Cl)ccc2OC)s1 | 6 | -1
Cn1c(=O)c2c(nc(NC3CCCCC3)n2CC(O)COc2ccccc2)n(C)c1=O (centres undefined) | 4 | 7
CCCN=Cc1c(CCC)[nH]n(-c2nc3ccccc3s2)c1=O | 6 | 6
CCn1ccc(C(=O)Nc2ccc(N(C)C(C)=O)cc2)n1 | 7 | 19
CCOC(=O)C(C)C(C)=O (centres undefined) | 5 | -1
N#Cc1sc2nc(N3CCCCC3)c3c(c2c1N)CCCC3 | 0 | -4
Cn1c(NCCN2CCCCC2)cc(=O)n(C)c1=O | 1 | -6
O=C(CN(Cc1cccs1)C(=O)CNS(=O)(=O)c1ccccc1)NCc1ccco1 | -7 | -1
COCC(=O)Nc1nc(-c2ccccc2)c(C)s1 | 0 | -3
COc1ccc(C(=O)N2CCN(C(=O)CC(C)C)CC2)cc1OC | 1 | -8
Clc1ccc(CN2C3=NCCCN3c3ccccc32)cc1 | 12 | -2
CN1C(=O)c2oc3ccccc3c(=O)c2C1c1ccccn1 (centres undefined) | -5 | 8
Fc1ccc(Br)cc1C1C=C(c2cccnc2)Nc2ncnn21 (centres undefined) | 1 | 6
Cc1nnc(SCc2nnc(-c3ccccc3)o2)n(N)c1=O | 1 | 8
O=S(=O)(NCc1csc(-c2cccnc2)n1)c1ccc2c(c1)OCCO2 | 4 | -2
COc1ccc(N2CC(C)Cn3c2nc2c3c(=O)n(CCN3CCOCC3)c(=O)n2C)cc1 (centres undefined) | -1 | -2
Cc1noc(C)c1CSc1nc2ccccc2[nH]1 | 5 | -8
Cc1cc(=O)n(CNC(=O)c2ccccc2)c(=S)[nH]1 | -3 | -2
O=C(CCCN1C(=O)C2CCCCN2C1=O)N1CCN(c2ccc([N+](=O)[O-])cc2)CC1 (centres undefined) | -11 | -4

Remaining list, next part:
SMILES | RAD54 inh | esBAF inh
CCN(CC)c1ccc(NC(=O)C(C)C)cc1 | 1 | 4
CC(C)n1c(C(O)c2ccccc2)nc2ccccc21 (centres undefined) | 12 | 4
O=c1[nH]c(C(F)(F)F)nc2ccccc12 | -2 | 1
CCOC(=O)c1c(-c2ccc(C)cc2)cn2ccccc12 | -5 | 4
CCOc1ccc(-c2nnn(CC(=O)NCc3ccco3)n2)cc1OCC | -6 | -3
C=CCn1c(Cn2nnc3ccccc32)nnc1SCC(=O)N/N=C/c1cc(Br)cc(OC)c1O | -7 | -11
CCC(NC(=O)NCc1cccnc1)(C(F)(F)F)C(F)(F)F | -4 | 1
O=C(NC1c2ccccc2-c2ccccc21)c1ccco1 | 10 | 4
COc1ccc(/C=N/NC(=O)c2cc(C)on2)c2ccccc12 | 3 | -3
Cn1c(=O)cc(NCCc2ccccc2)[nH]c1=O | 2 | 2
COP(C)(=O)c1c(C)nn(-c2ccccc2)c1C (centres undefined) | 7 | 5
C=C(Br)Cn1c(CCCC)nc2ccccc21 | -14 | -6
CCOC(=O)C1=C(C)NC2=C(C(=O)CC(c3cccs3)C2)C1c1cccs1 (centres undefined) | -10 | 7
COc1ccc(-c2nnnn2CCc2ccccc2)cc1 | -5 | -3
COc1ccc(NC(=O)CN2CCCCC2)cc1 | 2 | 8
O=C(Nc1ccccc1)N(Cc1ccc2c(c1)OCO2)Cc1nc2ccccc2c(=O)[nH]1 | 14 | -12
COc1ccc(Br)cc1C(=O)Nc1cccc(NC(=O)c2ccco2)c1 | -12 | -6
Cc1cccc(OC(C)C(=O)NC2CCS(=O)(=O)C2)c1C (centres undefined) | -13 | 0
O/N=C1\CCCCc2ccccc21 | -7 | 6
Cc1cccc(NC(=O)c2cc(NC(=O)C3CCCCC3C(=O)O)ccc2Cl)n1 (centres undefined) | -2 | 0
CCOC(=O)C(C(C)=O)C(c1ccc(OC)cc1)C(C(C)=O)C(=O)OCC (centres undefined) | -1 | 9
O=C(CCCSc1nc(-c2ccco2)cc(C(F)(F)F)n1)Nc1ccc2c(c1)OCO2 | 2 | 18
CC(C)c1ccc(/C=c2\sc3nc(-c4ccncc4)nn3c2=O)cc1 | -1 | 14
O=C(CCSc1nc(-c2ccco2)cc(C(F)(F)F)n1)NCC1CCCO1 (centres undefined) | 1 | -7
C=CCNC(=O)C(C#N)c1nc2ccccc2nc1N1CCN(Cc2ccccc2)CC1 (centres undefined) | 0 | 2

3 of the compounds above, with each value named.
CCOC(=O)C(C(C)=O)C(c1ccc(OC)cc1)C(C(C)=O)C(=O)OCC (centres undefined)
  RAD54 inh: -1
  esBAF inh: 9

Cc1cccc(OC(C)C(=O)NC2CCS(=O)(=O)C2)c1C (centres undefined)
  RAD54 inh: -13
  esBAF inh: 0

C=CCn1c(Cn2nnc3ccccc32)nnc1SCC(=O)N/N=C/c1cc(Br)cc(OC)c1O
  RAD54 inh: -7
  esBAF inh: -11

(next part)
SMILES | RAD54 inh | esBAF inh
O=C(/C=C/Nc1cccc(C(F)(F)F)c1)c1ccc(Oc2ncccn2)cc1 | -4 | 49*
Cc1cc(NCCCn2ccnc2)n2ncc(-c3ccccc3)c2n1 | 1 | -75
Cc1noc(C)c1CSc1ccc2ccccc2n1 | -11 | 11
COC(=O)/C(N=Nc1cccc(C(F)(F)F)c1)=C(\C)O | -1 | 0
O=C(Nc1ccc(C(F)(F)F)cc1)c1ccc(NC(=O)C2CCCO2)cc1 (centres undefined) | 4 | -1
COc1ccc(-n2cnnc2SCC(=O)N2CCN(c3ccccc3)CC2)cc1 | 3 | -3
COc1ccc2c(c1)c(C(=O)CNc1nc(C)cs1)c(C)n2C | 6 | 8
CCc1nnc(NC(=O)CCC(=O)NC2CCCCC2)s1 | -2 | -7
Cc1cc2oc(=O)cc(COC(=O)c3n[nH]c4ccccc34)c2cc1C | -8 | 34
COc1cc(/C=C/C(=O)Nc2cc(C(F)(F)F)ccc2Cl)cc(OC)c1OC | -4 | -9
COc1ccccc1NC(=S)Nc1ccccc1F | 7 | -2
Cc1ccccc1OCc1nnc2c3cnn(C)c3ncn12 | -2 | 54*
O=C(c1ccco1)N1CCN(CC(=O)N2c3ccccc3CCc3ccccc32)CC1 | -9 | 5
COc1cccc(-n2cc3c(c2-c2ccccc2)c(=O)n(C)c(=O)n3C)c1 | -5 | 1
Nc1nc(SCC(=O)NCC2CCCO2)n[nH]1 (centres undefined) | -3 | -7
Cc1ccc2c(CC(=O)NC3=NCCS3)coc2c1 | 1 | 1
CC(=O)c1ccc(OCC(O)CN2CCOCC2)cc1 (centres undefined) | 0 | 1
CCS(=O)(=O)N1CCCC(C(=O)NC2CCCC2)C1 (centres undefined) | -3 | -10
COc1ccc(N(CC(=O)Nc2ccc(S(=O)(=O)N3CCCCC3)cc2)S(C)(=O)=O)cc1OC | -10 | 9
O=c1n(Cc2ccccc2Cl)c2sc3c(c2c2ncnn12)CCCC3 | 3 | 2
COc1ccc(C(=O)n2nnc3ccccc32)cc1Br | 3 | 8
C=CCn1c(Cc2ccc(OC(C)C)c(Cl)c2)nnc1SCC(N)=O | 1 | -4
CC1(C)Cc2c(c(-c3ccccc3)nc3[nH][nH]c(=O)c23)CO1 | 0 | -10
COC(=O)c1ccc(NC(=O)c2ccccc2)o1 | 5 | 19
COc1ccc(N2CCN(CCC(N)=O)CC2)cc1 | -13 | -6

Next section.
SMILES | RAD54 inh | esBAF inh
COCC(=O)N(Cc1cc2cc(OC)ccc2[nH]c1=O)c1ccccc1 | -1 | 7
O=C(OCc1cnc(Cl)s1)c1ccccc1Cl | -6 | 37
COC(=O)/C=C/C(=O)Nc1cccnc1 | 8 | 0
CCOC(=O)c1c(C)n(C)c2cc(OCCN(CC)CC)ccc12 | 29 | -1
OC(COc1c(Br)cc(Br)cc1Br)CN1CCOCC1 (centres undefined) | 0 | -6
O=C(O)C1CCCN(S(=O)(=O)c2ccc(Br)cc2)C1 (centres undefined) | 11 | 2
Nc1cc(C(=O)OCC(=O)N2CCCC2)ccc1Cl | 8 | 14
COC(=O)COc1nc(C)c2c(c1C#N)CC(C)(C)OC2 | -13 | -5
CCn1ncc(C2=NOC(C(=O)Nc3cc(OC)c(Cl)cc3OC)C2)c1C (centres undefined) | -14 | -3
COc1cc(-c2nc(-c3ccccn3)no2)cc(OC)c1OC | -3 | 50*
COc1ccc(NC(=O)c2sc(NC(=O)COc3ccccc3)nc2C)cc1 | -5 | 9
COc1ccccc1C(=O)Nc1ccc(S(=O)(=O)Nc2cc(C)on2)cc1 | 5 | -8

Some of the entries above in another layout:
| compound | RAD54 inh | esBAF inh |
| --- | --- | --- |
| CCS(=O)(=O)N1CCCC(C(=O)NC2CCCC2)C1 (centres undefined) | -3 | -10 |
| COc1ccc(N(CC(=O)Nc2ccc(S(=O)(=O)N3CCCCC3)cc2)S(C)(=O)=O)cc1OC | -10 | 9 |
| O=c1n(Cc2ccccc2Cl)c2sc3c(c2c2ncnn12)CCCC3 | 3 | 2 |
| COc1ccc(C(=O)n2nnc3ccccc32)cc1Br | 3 | 8 |
| C=CCn1c(Cc2ccc(OC(C)C)c(Cl)c2)nnc1SCC(N)=O | 1 | -4 |
| CC1(C)Cc2c(c(-c3ccccc3)nc3[nH][nH]c(=O)c23)CO1 | 0 | -10 |
| COC(=O)c1ccc(NC(=O)c2ccccc2)o1 | 5 | 19 |
| COc1ccc(N2CCN(CCC(N)=O)CC2)cc1 | -13 | -6 |
| COCC(=O)N(Cc1cc2cc(OC)ccc2[nH]c1=O)c1ccccc1 | -1 | 7 |
| O=C(OCc1cnc(Cl)s1)c1ccccc1Cl | -6 | 37 |
| COC(=O)/C=C/C(=O)Nc1cccnc1 | 8 | 0 |
| CCOC(=O)c1c(C)n(C)c2cc(OCCN(CC)CC)ccc12 | 29 | -1 |
| OC(COc1c(Br)cc(Br)cc1Br)CN1CCOCC1 (centres undefined) | 0 | -6 |
| O=C(O)C1CCCN(S(=O)(=O)c2ccc(Br)cc2)C1 (centres undefined) | 11 | 2 |
| Nc1cc(C(=O)OCC(=O)N2CCCC2)ccc1Cl | 8 | 14 |
| COC(=O)COc1nc(C)c2c(c1C#N)CC(C)(C)OC2 | -13 | -5 |
| CCn1ncc(C2=NOC(C(=O)Nc3cc(OC)c(Cl)cc3OC)C2)c1C (centres undefined) | -14 | -3 |
| COc1cc(-c2nc(-c3ccccn3)no2)cc(OC)c1OC | -3 | 50* |
| COc1ccc(NC(=O)c2sc(NC(=O)COc3ccccc3)nc2C)cc1 | -5 | 9 |
| COc1ccccc1C(=O)Nc1ccc(S(=O)(=O)Nc2cc(C)on2)cc1 | 5 | -8 |
